Screening results (PubChem BioAssay)
CatB block: human cathepsin B inhibitors, primary screen, biochemical, fluorogenic substrate; P07858; purified cathepsin B, fluorescence; inhibition, %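 (tested at 10 µM)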; hit rate 0.1% among 63,000; AID 453, 2006; in the data active = inhibition above about 21%;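 also: 0% = enzyme with no compound and 100% = no enzyme blank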
C1s inh: complement C1s protease inhibitors, primary screen, biochemical, 10-compound mixtures; AID 538, 2006; hit rate 0.16% among 62,000; purified C1s, fluorogenic AMC substrate, pooled mixtures; Complement C1s subcomponent (Homo sapiens), P09871; mean inhibition % of two 10-compound mixtures (stronger effect = higher value), % at 5 µM (by protocol);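 active = inhibition above 20% in each of the two 10-compound mixture wells holding the compound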;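 also: 0% = enzyme wells lacking compound mixture and 100% = no-enzyme blank wells; some compounds called inactive have numbers as strong as hits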
Target sequence (P09871 16-437 limits assumed): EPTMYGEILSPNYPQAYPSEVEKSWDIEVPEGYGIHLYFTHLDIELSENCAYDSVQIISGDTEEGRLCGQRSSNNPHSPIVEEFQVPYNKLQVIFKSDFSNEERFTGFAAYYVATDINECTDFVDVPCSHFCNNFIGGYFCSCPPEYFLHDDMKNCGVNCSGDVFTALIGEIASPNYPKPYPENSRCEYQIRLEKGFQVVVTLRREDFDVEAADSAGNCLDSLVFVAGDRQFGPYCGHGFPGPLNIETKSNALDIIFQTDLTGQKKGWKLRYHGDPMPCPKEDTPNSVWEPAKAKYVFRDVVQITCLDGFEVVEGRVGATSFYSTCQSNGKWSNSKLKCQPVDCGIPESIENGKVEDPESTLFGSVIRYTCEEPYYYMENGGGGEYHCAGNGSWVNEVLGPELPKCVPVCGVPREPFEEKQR
Target sequence (P09871 438-688 limits assumed): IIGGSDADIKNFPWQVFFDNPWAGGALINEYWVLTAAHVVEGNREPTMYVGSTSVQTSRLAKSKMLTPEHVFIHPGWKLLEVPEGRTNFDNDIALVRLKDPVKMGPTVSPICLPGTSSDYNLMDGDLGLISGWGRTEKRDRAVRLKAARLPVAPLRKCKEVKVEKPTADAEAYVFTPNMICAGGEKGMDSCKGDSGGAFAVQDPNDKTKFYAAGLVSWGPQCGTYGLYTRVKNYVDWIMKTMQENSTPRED
CatB mixtures: cathepsin B inhibitors from pooled compounds, primary screen, biochemical, compound mixtures, AMC fluorescence | P07858 | Purified cathepsin B, AMC dipeptide fluorescence | inhibition, %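 (ten-compound pools at 5 µM per compound and 50 µM total)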 | hit rate 0.06% among 62,000 | AID 488, 2006; in the data active = inhibition above about 22%, passing the limit was not always enough;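 also: 0% = enzyme without compound and 100% = no enzyme blank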
AP complement: alternative complement pathway inhibitors, primary screen, biochemical, ELISA, human serum, orthogonally pooled compounds; LPS-coated ELISA, C3 deposition; tested in compound mixtures; inhibition, % at 5 µM; hit rate 0.08% among 62,000;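 active = inhibition above 30% in each of the two pooled mixtures holding the compound, so the lower value exceeds 30%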;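 also: 0% = serum in Mg-EGTA without compound and 100% = EDTA serum blank; some compounds past the cut are filed as inactive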
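Test system – human serum alternative complement pathway, C3 deposition on LPS-coated wells · Buffer or medium – diluted human serum in Mg2+-EGTA GVB++ · Compound dosing – 5 µM each compound, pools of ten, 50 µM per pool · Schedule – 1 h serum-compound exposure at 37 °C · Measured by – Anti-C3 ELISA, OD 450 nm · Read-out basis – percent inhibition of C3 deposition onto LPS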
Ec RNAP inh: E. coli RNAP inhibitors, biochemical | DNA-directed RNA polymerase subunit beta (Escherichia coli (strain K12)), P0A8V2 | E. coli RNA polymerase, fluorescence transcription assay | inhibition, %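 (tested at 10 µM)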 | hit rate 0.2% among 62,000 | AID 559, 2006; in the data active = inhibition above about 20%;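 also: 0% = enzyme without compound and 100% = no enzyme blank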
FXIa mix inh: FXIa protease inhibitors in compound pools, primary screen, biochemical, 10-compound mixtures; Coagulation factor XI (Homo sapiens), P03951; hit rate 0.19% among 62,000; AID 680, 2007; inhibition, % at 5 µM; purified FXIa, fluorogenic substrate, pooled mixtures; in the data active = inhibition above about 20%, passing the limit was not always enough;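 also: each value is inhibition by a whole ten-compound pool holding the compound; 0% = enzyme with no mixture and 100% = wells lacking enzyme; strong numbers were not always called active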
CatL inh: inhibitors of human cathepsin L, biochemical; Procathepsin L (Homo sapiens), P07711; purified cathepsin L, fluorogenic substrate, fluorescence; inhibition, %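 (tested at 10 µM)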; hit rate 0.17% among 58,000; AID 460, 2006; in the data active = inhibition above about 45%;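 also: 0% = enzyme with no compound and 100% = no enzyme blank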
Cathepsin G inh: human cathepsin G inhibitors, primary screen, biochemical, pooled compound mixtures, AMC fluorescence; P08311; purified enzyme, AMC-tetrapeptide fluorescence; inhibition, % at 5 µM (by protocol); hit rate 0.2% among 62,000;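 active = inhibition above 20% in each of the two mixture wells holding the compound; inactive = inhibition of 20% or less in either well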;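 also: 0% = enzyme control without mixture and 100% = blank lacking enzyme; strong numbers were not always called active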
Target sequence (P08311 21-244 limits assumed): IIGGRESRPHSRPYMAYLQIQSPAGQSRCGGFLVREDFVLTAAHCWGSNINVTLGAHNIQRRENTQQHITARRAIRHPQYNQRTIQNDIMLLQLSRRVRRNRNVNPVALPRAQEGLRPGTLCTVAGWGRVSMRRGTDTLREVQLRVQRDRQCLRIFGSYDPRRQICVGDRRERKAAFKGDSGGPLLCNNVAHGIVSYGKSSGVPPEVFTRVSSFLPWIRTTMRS
CatS block: inhibitors of human cathepsin S, biochemical, compound mixtures; recombinant cathepsin S, AMC dipeptide fluorescence, pooled mixtures; inhibition, %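 (tested at 5 µM per compound within 10-compound mixtures)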; hit rate 0.06% among 62,000; in the data active = inhibition above about 32%, passing the limit was not always enough;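 also: 0% = enzyme without compound and 100% = blank without enzyme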
The depositor's hits bear a star; nt = no result given. An excerpt; the hit share may differ from the screen's.

Screens in order: CatL inh	FXIa mix inh	Ec RNAP inh	Cathepsin G inh	CatB block	C1s inh	CatS block	CatB mixtures	AP complement
- O=S(=O)(c1cccc(-c2nnc(SCc3ccc(Cl)cc3)o2)c1)N1CCCCC1
  32	4	7	7	2	2	4	1	9
- Cc1ccc(-n2nc3c(c2NC(=O)c2cccs2)CSC3)cc1
  -7	6	6	19	-7	1	-2	36	19
- CCNC(=O)CC1C(=O)N(c2ccccc2)C(=O)N1CCc1ccc(OC)cc1 (centres undefined)
  17	-32	-5	-27	2	-54	-22	-17	-3
- Cc1cc(O)c(/C=N/c2ccccn2)c(=O)o1
  8	-5	14	-6	5	-36	-16	-5	-1
- CCOC(=O)c1cnn(-c2cc(C)c3cc(C)cc(C)c3n2)c1N
  1	0	2	-3	5	-9	26	4	-25
- N#Cc1c(/N=C/c2ccco2)oc(-c2ccccc2)c1-c1ccccc1
  -11	1	3	1	-2	-2	-2	6	1
- CC1=C(C(=O)Nc2ccccn2)C(c2cccnc2)n2nnnc2N1 (centres undefined)
  -9	7	5	8	-3	12	-4	2	17
- CCCc1nnc(NC(=O)c2cccc(OC)c2)s1
  6	-33	-3	-26	-1	-33	-14	-3	-7
- Cc1cccc(-n2c(N)cc(=O)[nH]c2=S)c1
  nt	-13	4	1	3	-35	5	-2	5
- Cc1ccc(NC2=NC(c3ccccc3)n3c(nc(C)cc3=O)N2)cc1 (centres undefined)
  -4	5	3	1	-4	3	nt	45	8
- CN(C)C(CNC(=O)c1cccc(S(=O)(=O)N2CC3(C)CC2CC(C)(C)C3)c1)c1ccco1 (centres undefined)
  12	39	-3	29	4	14	16	18	-2
- N#C[C@@H]1[C@@H]2C(=O)N(c3ccc4c(c3)OCCO4)C(=O)[C@@H]2C2c3ccccc3C=CN21 (some centres undefined)
  -1	-5	6	5	3	-4	-7	-7	22
- C=CCN1C(c2ccccc2)=CS/C1=C(\C#N)c1nnc2n1CCCCC2
  nt	4	8	9	3	15	-6	-2	-6
- Fc1ccc(CNc2nc(-c3ccco3)cc(C(F)(F)F)n2)cc1
  -6	9	5	0	-2	1	4	7	10
- COc1ccc(C(=O)N2CC3(C)CC2CC(C)(C)C3)cc1 (centres undefined)
  1	15	4	7	3	2	-1	4	23

3 of the entries above in order of the CatL inh value, ascending:
Structure,CatL inh
CC1=C(C(=O)Nc2ccccn2)C(c2cccnc2)n2nnnc2N1 (centres undefined),-9
COc1ccc(C(=O)N2CC3(C)CC2CC(C)(C)C3)cc1 (centres undefined),1
CN(C)C(CNC(=O)c1cccc(S(=O)(=O)N2CC3(C)CC2CC(C)(C)C3)c1)c1ccco1 (centres undefined),12

Copied from the list:
Reading for `CCOC(=O)c1cnn(-c2cc(C)c3cc(C)cc(C)c3n2)c1N` in CatS block: 26
Reading for `COc1ccc(C(=O)N2CC3(C)CC2CC(C)(C)C3)cc1` (centres undefined) in CatS block: -1
Reading for `N#C[C@@H]1[C@@H]2C(=O)N(c3ccc4c(c3)OCCO4)C(=O)[C@@H]2C2c3ccccc3C=CN21` (some centres undefined) in CatL inh: -1
Reading for `Cc1cccc(-n2c(N)cc(=O)[nH]c2=S)c1` in CatS block: 5

The main list resumes, repeating the 2 entries before the break.
Screens in order: CatL inh	FXIa mix inh	Ec RNAP inh	Cathepsin G inh	CatB block	C1s inh	CatS block	CatB mixtures	AP complement
- Fc1ccc(CNc2nc(-c3ccco3)cc(C(F)(F)F)n2)cc1
  -6	9	5	0	-2	1	4	7	10
- COc1ccc(C(=O)N2CC3(C)CC2CC(C)(C)C3)cc1 (centres undefined)
  1	15	4	7	3	2	-1	4	23
- COc1ccc(S(=O)(=O)N2CCCC2C(=O)Nc2ccc(C(C)=O)cc2)cc1 (centres undefined)
  15	4	9	10	-2	10	2	3	14
- CC(NC(=O)CCC(=O)NC(C)C1COc2ccccc2O1)C1COc2ccccc2O1 (centres undefined)
  32	-4	9	10	7	-4	2	0	11
- CC1(C)CC(=O)C2=C(C1)NC(=O)CC2c1ccc(F)cc1 (centres undefined)
  6	0	3	-3	2	-10	-5	2	15
- Cc1onc(-c2ccccc2)c1C(=O)N1CCN(CCc2ccccc2)CC1
  -6	-3	5	10	1	5	20	-4	0
- Cn1c(=O)c2c(nc(Br)n2CCc2ccccc2)n(C)c1=O
  -9	-3	9	10	1	-2	13	3	8
- C[N+]1(CCOS(=O)C23CC4CC(CC(C4)C2)C3)CCOCC1 (centres undefined)
  -4	9	1	8	1	4	-1	3	20
- O=C1CCCC2=C1C1(O)C(=O)c3ccccc3C1(O)O2 (centres undefined)
  12	0	-2	-8	2	-7	-3	4	-13
- CCOC(=O)c1cc2sccc2n1CC(=O)N1CCN(C(=O)c2ccco2)CC1
  -4	4	3	-6	-5	-11	-5	2	17
- CCN(CC)c1ccc(C2C(C(=O)OCCOC)=C(C)NC3=C2C(=O)CCC3)cc1 (centres undefined)
  -93	9	1	4	-5	-3	25	6	12
- O=C(NCc1ccccn1)c1n[nH]c2ccccc12
  19	4	8	2	-4	-12	5	5	15
- O=C(O)C1C2C=CC(C2)C1C(=O)N1CCc2ccccc21 (centres undefined)
  1	1	6	8	-1	-28	-2	-6	11
- Cn1c(=O)c2c(nc(NCCCO)n2CCc2ccccc2)n(C)c1=O
  -1	-2	6	-8	6	13	20	3	-3
- CCCCn1c(/N=C/c2cc(OC)ccc2O)nc2ccccc21
  0	-32	6	-20	4	-205	-40	-12	5
- COC(=O)c1c(N)c2ccccc2[nH]c1=O
  nt	-19	0	-8	2	-99	-14	-13	7
- COc1ccccc1C(=O)Nc1ccccc1C(=O)N1CCCC1
  6	5	2	0	-2	-6	14	4	4
- CCN(CC)c1ccc(NC(=O)CN2CCN(c3nc(C)cc(C)n3)CC2)cc1
  24	-1	5	10	2	-9	14	2	8
- FC(F)Sc1nnc(-c2cccs2)n1-c1ccccc1
  8	18	6	8	-1	11	0	6	8
- CCOC(=O)c1cccc(NC(=O)Nc2cc(OC)ccc2OC)c1
  -2	5	14	-2	4	0	13	5	5
- O=c1ccc2cc(S(=O)(=O)Nc3ccc(F)cc3)ccc2o1
  -1	9	3	1	-4	3	-2	4	20
- O=S(=O)(c1ccc(NC2CCCCC2)cc1)N1CCOCC1
  3	9	8	2	-1	4	-2	9	11
- Cc1ccc(S(=O)(=O)Cc2ccc(C(=O)N3CCCCCC3)o2)cc1
  nt	6	12	3	5	-24	26	3	-4
- O=C(c1cccc(S(=O)(=O)N2CCOCC2)c1)N1CCCCCC1
  15	6	-2	-2	1	1	9	-1	12
- CCOC(=O)N1CCN(C(=O)c2ccccc2NC(=O)COc2ccccc2C)CC1
  nt	8	5	6	11	12	-1	-1	14
- O=S(=O)(c1ccc(Cl)s1)N1CCN(C/C=C/c2ccccc2)CC1
  0	-2	8	-4	6	-31	10	1	3
- Cc1ccc(-c2nnc(CSc3nncn3N)o2)cc1
  -10	6	-5	8	0	38	-11	13	19
- O=C(NCCN1CCOCC1)C1CCN(Cc2ccccc2O)CC1
  14	5	7	4	3	0	14	-2	3
- O=C(COc1ccc2ccccc2c1CN1CCOCC1)N1CCc2ccccc21
  12	2	4	13	5	0	-1	0	11
- CC(C)c1ccccc1OCCNS(C)(=O)=O
  2	-1	5	-5	3	3	-4	1	1
- C=CCSc1nc2c(c(=O)[nH]c(=O)n2C)n1C(C)C
  2	1	1	2	3	0	-11	-6	9
- Cc1onc(-c2ccccc2)c1C(=O)NCc1ccccn1
  22	-8	8	-2	2	-21	1	-2	-6

Sorted by molar mass (lowest first): three of the compounds above.
Screens in order: CatL inh	FXIa mix inh	Ec RNAP inh	Cathepsin G inh	CatB block	C1s inh	CatS block	CatB mixtures	AP complement
- C=CCSc1nc2c(c(=O)[nH]c(=O)n2C)n1C(C)C
  2	1	1	2	3	0	-11	-6	9
- Cc1ccc(-c2nnc(CSc3nncn3N)o2)cc1
  -10	6	-5	8	0	38	-11	13	19
- O=S(=O)(c1ccc(NC2CCCCC2)cc1)N1CCOCC1
  3	9	8	2	-1	4	-2	9	11

Further entries follow:
Screens in order: CatL inh	FXIa mix inh	Ec RNAP inh	Cathepsin G inh	CatB block	C1s inh	CatS block	CatB mixtures	AP complement
- COc1ccc2c(C=Nc3c(C)n(C)n(-c4ccccc4)c3=O)c(O)n(Cc3ccco3)c(=O)c2c1
  3	3	0	-4	2	-1	-3	1	7
- COc1ccc(-c2cc(C(=O)N3CCOCC3)c3cc(C)ccc3n2)cc1
  -87	3	-8	-3	0	-50	-4	-3	13
- O=C(Nc1nccs1)c1cccc(S(=O)(=O)N2CCOCC2)c1
  12	7	9	7	5	10	-6	-2	-1
- Cc1ccc(C(=O)Nc2ncc(Cc3ccc(F)cc3)s2)o1
  -3	6	-5	4	-3	2	4	-1	18
- CCC1(NC(C)=O)CC2CC1CC2NC(C)=O (centres undefined)
  -3	-3	5	1	3	3	6	5	-4
- COc1cccc(NC(=O)CSc2nnc(Cc3cccn3C)n2-c2ccc(F)cc2)c1
  24	1	-2	-8	0	-16	35	1	-16
- O=C(Nc1ccc(N2CCN(C(=O)c3ccco3)CC2)c(Cl)c1)c1cccs1
  25	1	-2	-2	-1	5	5	0	-1
- CCc1cc2c(NCCO)ncnc2s1
  -3	4	7	11	2	8	-2	4	-2
- COc1ccc(S(=O)(=O)N2CCC(C(N)=O)CC2)c2ccccc12
  nt	5	6	9	2	2	-2	1	20
- COc1ccc2nc(Nc3ccc4c(c3)OCO4)sc2c1
  -1	-2	3	6	0	-1	-2	2	10
- Nc1ccc2oc(-c3ccccc3Cl)nc2c1
  -5	6	9	10	-1	10	-2	3	13
- COc1ccc(OCC(=O)N2CCN(C(=O)COc3ccccc3)CC2)cc1
  nt	6	nt	10	nt	14	3	3	19
- O=C(Nc1ccccc1C(=O)NCC1CCCO1)c1ccco1 (centres undefined)
  8	-5	3	-3	4	-13	0	7	13
- OC(COCc1ccccc1)CN1CCN(c2ccccc2F)CC1 (centres undefined)
  12	-4	11	-3	6	-10	14	2	1
- O=C1CSC2(CCCCC2)N1CCO
  12	-1	2	-7	9	-28	8	4	-2
- CSc1ccc(CNc2ccccn2)cc1
  -2	5	2	7	1	1	-4	3	20
- Cc1ccc(N2C(=O)SC(N(CC(=O)O)c3cccc(C)c3)C2=O)cc1 (centres undefined)
  9	9	10	1	-4	3	2	6	12
